NPSR antagonist: neuropeptide S receptor (human) antagonism, cAMP; CHO-NPSR cells, cAMP TR-FRET, antagonist mode; Potency, µM (series often up to 38.3 µM), without a hit: at the top dose activity change, negative = inhibition, most hits filed as inhibitors; actives 1% (n = 220,000); further: on the % scale 0 is the no-effect control and ±100 the full control effect; nearly all actives have a fitted effect of over 50% in size; many of its hits are not listed in these tables
Target sequence (Q6W5P4 whole entry, looked up): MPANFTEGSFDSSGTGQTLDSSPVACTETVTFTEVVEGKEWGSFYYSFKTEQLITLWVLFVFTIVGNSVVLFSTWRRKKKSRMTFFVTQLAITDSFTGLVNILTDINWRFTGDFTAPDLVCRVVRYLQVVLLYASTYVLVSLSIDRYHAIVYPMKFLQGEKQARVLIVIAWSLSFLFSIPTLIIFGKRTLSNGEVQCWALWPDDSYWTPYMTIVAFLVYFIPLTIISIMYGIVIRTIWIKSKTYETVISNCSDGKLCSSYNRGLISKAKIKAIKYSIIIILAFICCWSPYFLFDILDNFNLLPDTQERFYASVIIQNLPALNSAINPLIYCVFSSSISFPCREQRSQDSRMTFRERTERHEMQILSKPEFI
aGal spleen mod: inhibits or activates alpha-galactosidase in human spleen homogenate; human spleen homogenate, 4MU-alpha-Gal fluorescence, 40 min; Potency, µM (doses to about 80 µM), without a hit: top-dose activity change, negative = inhibition, most hits filed as inhibitors; actives 0.008% (n = 240,000); P06280;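 further: 0% = enzyme with vehicle and -100% = no enzyme basal signal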
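Human spleen homogenate (1 ug) as enzyme source, 4-methylumbelliferyl-alpha-D-galactopyranoside 1 mM final, citrate/phosphate pH 5.0 with 0.01% Tween-20. Compounds 40 min at 37C, NaOH/glycine stop; fluorescence Ex 365/Em 440, Hill-fit AC50.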
GAA inhib: alpha-glucosidase (human) inhibition; P10253; purified human GAA, 4-MU-alpha-glucoside fluorescence; Potency, µM (titrated, usually from 76.9 µM), for inactives: at the top dose activity change, negative = inhibition, actives largely listed as inhibitors; actives 0.005% (n = 200,000); AID 1466;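 further: plate controls were uninhibited enzyme wells for no effect and no-enzyme background for full effect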
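qHTS format, compound range up to 77 uM. Human lysosomal enzyme at 4 nM, 400 uM 4-MU glucoside substrate, pH 5.0, 20 min room temperature; fluorescence after alkaline stop gives activity normalized to controls.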
Epigenetic reg: epigenetic control regulation, reporter derepression. murine LDR cells, GFP reporter derepression, 30 h. Potency, µM (top dose mostly 53.9 µM), without a hit: at the top dose GFP activation, most hits filed as activators. actives 0.2% (n = 280,000). AID 1865; further: % of control where 0% means no effect; nearly all actives have a fitted effect of over 60% in size
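Readout is the number of GFP-expressing murine LDR cells, counted by cytometry following washing. Cells were treated with compound for 30 h at 37 C; the stably integrated CMV-GFP locus is normally silent.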
ALDH1A1 inh: blocks purified human ALDH1A1 activity; P00352; Purified ALDH1A1, NADH fluorescence, propionaldehyde substrate; Potency, µM (highest dose often 75.3 µM), inactives show at the top dose activity, negative = inhibition, actives largely listed as inhibitors; actives 7.3% (n = 220,000); AID 1030; active means well fitted inhibition curve with a large enough effect, not every such curve was filed as active; inconclusive means small, poorly fitted or top-dose-only effect, or another doubt; inactive means no such curve, though single readings can be large or run the other way;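 further: plate controls were no enzyme wells and a reference inhibitor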
Target sequence (P00352 whole entry, looked up): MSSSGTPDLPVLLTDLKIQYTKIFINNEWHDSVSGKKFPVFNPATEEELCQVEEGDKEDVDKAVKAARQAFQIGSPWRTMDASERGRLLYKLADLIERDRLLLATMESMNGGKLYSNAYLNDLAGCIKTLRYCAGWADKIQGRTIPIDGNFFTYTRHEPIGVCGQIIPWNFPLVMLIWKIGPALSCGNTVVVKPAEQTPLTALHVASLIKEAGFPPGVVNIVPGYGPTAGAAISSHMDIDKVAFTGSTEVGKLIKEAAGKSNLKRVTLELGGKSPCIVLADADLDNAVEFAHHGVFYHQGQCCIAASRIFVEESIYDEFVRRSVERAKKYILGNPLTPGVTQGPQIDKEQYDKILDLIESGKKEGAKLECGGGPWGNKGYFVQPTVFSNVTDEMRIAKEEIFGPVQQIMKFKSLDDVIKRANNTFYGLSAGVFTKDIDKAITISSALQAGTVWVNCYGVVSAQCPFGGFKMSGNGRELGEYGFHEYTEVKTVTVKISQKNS
aGlu spleen mod: lysosomal alpha-glucosidase (human) modulation; human spleen homogenate, 4-MU-alpha-glucoside fluorescence; actives 0.006% (n = 240,000); P10253; Potency, µM (doses to about 79.9 µM), without a hit: at the highest dose activity change, negative = inhibition, usual class: inhibitors;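 further: 0% = enzyme with vehicle and -100% = no enzyme basal signal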
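Human spleen homogenate (1 ug) with 4-methylumbelliferyl-alpha-D-glucopyranoside (1 mM final) in 50 mM citrate/phosphate pH 5.0, 0.01% Tween-20; 40 min at 37 C. Stopped at pH 10; 4-MU fluorescence Ex 365/Em 440 nm; AC50 by Hill fit.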
GAA glycogen: GAA glycogen-cleavage inhibition or activation; P10253; recombinant GAA, glycogen substrate, Amplex Red glucose oxidase fluorescence; Potency, µM (doses to about 76.4 µM), without a hit: at the top dose activity change, negative = inhibition, most hits filed as inhibitors; actives 0.38% (n = 300,000); AID 2100;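 further: 0% = full enzyme reaction and -100% = no-enzyme basal signal; the screen sought inhibitors and activators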
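Recombinant enzyme (4 nM final) with compounds titrated up to 77 uM and bovine liver glycogen (30 ug) in citrate pH 5.0, 0.01% Tween-20, 37 C 40 min. Released glucose detected by Amplex Red/glucose oxidase (Ex 573/Em 610); AC50 from Hill fits.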
Tau fluor cs: counter-screen for tau fibril formation inhibitors; tau K18 P301L Alexa594 fluorescence, heparin fibrillization; Potency, µM (series often up to 57.7 µM), for the others: top-dose activity change, negative = decrease; actives 0.93% (n = 280,000); further: on the % scale 0 is the no-effect control and ±100 the full control effect; nearly all actives have a fitted effect of over 55% in size
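Human tau K18 P301L (15 uM unlabeled, 0.24 uM Alexa 594-labeled) in 100 mM sodium acetate pH 7 with 20 uM heparin, 6 hr at 37 C. ThT 30 uM added, 1 hr ambient; Alexa 594 FP and total fluorescence read at 555/632 nm.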
* hit, by the source's call; ? = inconclusive; / = no result given; & = joins results of further samples; ! = repeats disagree; [ ] = dose if it differs, or a comment. Unless noted, the call rests on the fitted dose curve; in most records, active means well fitted curve in the direction sought with a large enough effect; inconclusive means small, poorly fitted or top-dose-only effect, or another doubt; inactive means no such curve, though single readings can be large; an effect the other way counts as inactive or inconclusive. Potency means the concentration at half of the fitted maximal effect. These rows are one share of the data; rates above refer to the full screens.

SMILES | NPSR antagonist | aGal spleen mod | GAA inhib | Epigenetic reg | ALDH1A1 inh | aGlu spleen mod | GAA glycogen | Tau fluor cs
CCOC(=O)c1ccccc1NC(=O)/C(C)=C/C(=O)O | 1.1%[46.1 µM] | 4.9% | 4.9% | -1.1% | ? | -7.3% | -1.3% | 3.0%
CSCCC(NC(=O)c1ccc(Cl)cc1)C(=O)OCC(=O)Nc1cc(Cl)ccc1C (stereo unspecified) | 4.6% | -6.5% | -5.2% | 0.0% | 0.7% | 0.9% | -5.4% | -29.8%
O=C1Nc2ccc(F)cc2C12SCCS2 | 2.7%[46.1 µM] | 0.5% | 1.1% | -0.9% | -4.1% | -3.2% | 1.7% | -9.0%
O=S(=O)(N/N=C/c1ccc(OC2CSC2)cc1)c1ccccc1 | -9.9% | 6.2% | 1.5% | -1.0% | ? | -4.1% | 6.5% | 6.3%
Cn1nnnc1SCC(=O)Nc1ccccc1C(N)=O | 17.9% | -2.7% | 10.2% | 0.1% | 0.6% | -0.5% | 20.2% | 4.1%
Cc1ccc2c(c1)C(c1ccncc1)=NNC(c1ccc(F)cc1)=N2 | -21.0% | 2.3% | -0.5% | -0.6% | 2.1% | 6.9% | -19.6% | 0.5%
COC(=O)c1sccc1NC(=S)Nc1ccc(F)cc1F | 1.3% | 2.9% | ? | 1.0% | -9.5% | 3.4% | -15.0% | 5.8%
COc1ccc(C2SCC(=O)N2CCCN(C)C)cc1 (stereo unspecified) | 12.3%[46.1 µM] | 5.0% | ? | -0.7% | 0.9% | -1.6% | 10.8% | 0.7%
O=C(Nc1nnc(SCc2ccc(Cl)cc2)s1)C1CCCO1 (stereo unspecified) | 4.9%[46.1 µM] | -3.3% | ? | -1.2% | 2.7% | -7.7% | -0.5% | -15.6%
CN(Cc1ccccc1)c1nc2c(c(=O)[nH]c(=O)n2C)n1CCOc1ccccc1 | -16.3%[46.1 µM] | -3.4% | 5.0% | -10.2% | -50.3% | -5.1% | 7.6% | -12.5%
O=C(Nc1ccc([N+](=O)[O-])cc1)c1cn(-c2ccccc2)nc1-c1cc2ccccc2o1 | -18.3% | 2.3% | 0.3% | 0.0% | 9.4% | -5.2% | 13.9% | -11.5%
O=C(c1ccco1)N1CCN(Cc2nc3ccccc3c(=O)n2-c2ccc(F)cc2)CC1 | -16.0%[46.1 µM] | 9.1% | -1.3% | 0.0% | 2.7% | 5.4% | -4.8% | 0.2%
O=C(Nc1c(F)cc(F)cc1Br)c1cc(-c2ccc(O)cc2)on1 | ? | 1.5% | -4.2%[15.4 µM] | 2.2% | -14.7% | 2.4% | -6.6% | -28.9%
COCCOc1cc(NC(=O)CS(=O)CC(=O)N(C)C)c(Cl)cc1Cl (stereo unspecified) | -10.4% | 1.9% | 3.4% | 4.4% | 7.9% | -0.6% | -9.7% | -0.7%
CC1=NN(c2nc(-c3ccc(C)cc3)cs2)C(=O)C1N=Nc1ccccc1O (stereo unspecified) | -6.1% | 10.3% | -14.8% | 8.1% | ? | -0.8% | -4.5% | ?
Cc1nc(COc2ccccc2Cl)sc1-c1ccnc(N)n1 | -18.1% | -15.7% | / | 0.0% | / | 0.5% | 3.2% | -18.8%
O=C(CN1C(=O)COc2ccccc21)N(Cc1ccccc1)Cc1ccccn1 | 1.4%[46.1 µM] | 10.3% | -6.2% | 0.7% | ? | 11.2% | 16.6% | -16.4%
O=C(O)C1CN(c2nc(Cl)ccc2[N+](=O)[O-])C1 | 9.9% | 6.5% | -6.2% | 0.0% | 0.1% | -4.9% | -12.3% | 1.2%
O=C(CSc1ncccn1)NCc1ccccc1Cl | 13.8%[46.1 µM] | -13.6% | 6.7% | -1.0% | -2.9% | -1.0% | 5.0% | -2.9%
COc1ccccc1NC(=O)N1CCc2[nH]c3ccc(F)cc3c2C1 | -26.4%[46.1 µM] | 1.0% | -7.4% | 2.1% | ? | 1.4% | 3.3% | ?
O=C(CN1C(=O)C(=O)N(Cc2ccccc2)C1=O)Nc1cc(Cl)cc(Cl)c1 | -5.2%[7.67 µM] | 7.6% | / | -1.4% | / | 4.8% | 0.8% | ?
CC(NS(=O)(=O)c1cccc(Cl)c1)C(=O)Nc1ccc(-c2nc3ccccc3s2)cc1 (stereo unspecified) | ? | 2.7% | -9.7% | 3.8% | ? | -3.6% | 1.0% | ?
CC12COC3(C(=O)Nc4ccccc4F)CC1CCC32C (stereo unspecified) | -44.4% | -2.8% | 2.8% | 0.1% | 16.3% | -0.5% | -0.5% | -10.7%
Cc1[nH]ccc(=O)c1Oc1ncc(C(F)(F)F)cc1Cl | 9.9% | 0.4% | 2.8% | -0.6% | 2.0% | 9.1% | -5.4% | 10.0%
CCC12CC3CC(C1)CC(C(=O)O)(C3)C2 | 12.0%[46.1 µM] | 9.0% | -13.7% | -5.8% | 10.4% | -9.5% | 2.3% | -4.4%
COCC(C)NC(=O)c1cc2cccc([N+](=O)[O-])c2[nH]1 (stereo unspecified) | -10.1% | 2.1% | / | -0.5% | / | 4.9% | 5.6% | -5.2%
CCn1ccnc1C(O)c1ccccc1OC (stereo unspecified) | 3.3%[46.1 µM] | 9.3% | 4.2% | 1.2% | 2.3% | 4.4% | 2.6% | 1.4%
CCCCCNC(=O)c1ccc2c(=O)n(CC3CCCO3)c(=O)[nH]c2c1 (stereo unspecified) | -7.7%[46.1 µM] | 27.2% | ? | -1.1% | ? | 7.4% | -3.5% | -9.3%
NNc1nc2c(-c3ccc(Cl)cc3)nnn2c2ccccc12 | -40.9% | -4.3% | 6.1% | 5.7% | ? | -23.5% | ? | -29.0%
O=C1CC(C(=O)N(c2ccccc2)C(C(=O)NC2CCCC2)c2ccncc2)CS1 (stereo unspecified) | 0.1% | 0.1% | 5.0% | 0.1% | 5.7% | 3.1% | 0.5% | 2.2%
O=C(OCC(=O)N1CCc2ccccc2C1)c1cccnc1Cl | 9.2% | 0.3% | 2.0% | 1.7% | 7.7% | 0.8% | -5.1% | 2.0%
Oc1ccc(-c2[nH]ncc2-c2nc3ccccc3s2)c(O)c1 | -12.3% | 4.0% | -5.6% | 0.3% | -14.5% | / | -11.8% | -15.9%
COc1ccc(NC(=O)COC(=O)c2c(C)noc2C)c(OC)c1 | -7.7%[46.1 µM] | -2.6% | 5.8% | -3.6% | 1.1% | 1.3% | 4.2% | -4.1%
O=C1/C(=C/c2ccccn2)SC(=S)N1CCc1ccccc1 | -12.5% | 0.0% | / | 1.0% | / | 1.2% | -0.8% | -16.6%
CN(C)CCC#CC(O)(c1ccccc1)c1ccccc1 | 35.2% | 7.7% | -3.8% | 1.5% | 25.1µM* | 2.9% | 12.3% | 8.4%
CN(C)CCCCSC(=N)N | -11.3%[46.1 µM] | -4.6%&-0.7%&4.7% | / | -1.2%&16.8%&0.0% | 25.1µM*! | 5.8%&-1.2%&4.9% | / | -3.5%&2.3%&-10.2%
Cc1c(/C(O)=C2\C(=O)C(=O)N(CCN(C)C)C2c2ccccc2)cnn1-c1ccccc1 (stereo unspecified) | 16.6% | -10.5% | / | 0.0% | / | -3.4% | 1.7% | -5.8%
Cc1ccc(C(=O)Nc2cc(=O)n(C)c(=O)n2C)o1 | 6.8%[46.1 µM] | 1.9% | 0.9% | 0.0% | 3.8% | 2.0% | -11.7% | -4.4%
Cc1ccc(NC(=O)N2CCCCC2)cc1[N+](=O)[O-] | -3.3% | -2.5% | -3.8% | -0.3% | 6.0% | 0.4% | 8.1% | -11.9%
COc1ccc(-c2cc(C(=O)N3CCc4ccccc4C3)no2)cc1 | -23.9% | 8.0% | 0.8% | 0.9% | -6.0% | -0.6% | 1.4% | ?
CC(CCc1ccccc1)NC(=O)COC(=O)C1CCC(C(C)(C)C)CC1 (stereo unspecified) | 6.7% | 0.2% | -8.1% | -3.0% | ? | 3.4% | -2.0% | -7.6%
CC(C)c1nc2sc3c(=O)[nH]c(=S)[nH]c3c2c2c1CCC2 | -38.1% | -4.4% | 3.6% | -1.6% | ? | -5.9% | 9.8% | -16.7%
CC(C)(C)c1cc(=O)n2c(C#N)c(C#N)nc2[nH]1 | -0.1%[46.1 µM] | -0.5% | ? | -0.2% | ? | 2.4% | -0.8% | 3.3%
O=C(NC(=S)Nc1cccnc1)c1cc2ccccc2o1 | 2.9% | -4.8% | 2.4% | -2.2% | ? | -2.5% | 8.5% | 4.9%

Reformatted with tabs: 8 of the compounds above
Structure	NPSR antagonist	aGal spleen mod	GAA inhib	Epigenetic reg	ALDH1A1 inh	aGlu spleen mod	GAA glycogen	Tau fluor cs
O=C1/C(=C/c2ccccn2)SC(=S)N1CCc1ccccc1	-12.5%	0.0%	/	1.0%	/	1.2%	-0.8%	-16.6%
CN(C)CCC#CC(O)(c1ccccc1)c1ccccc1	35.2%	7.7%	-3.8%	1.5%	25.1µM*	2.9%	12.3%	8.4%
CN(C)CCCCSC(=N)N	-11.3%[46.1 µM]	-4.6%&-0.7%&4.7%	/	-1.2%&16.8%&0.0%	25.1µM*!	5.8%&-1.2%&4.9%	/	-3.5%&2.3%&-10.2%
Cc1c(/C(O)=C2\C(=O)C(=O)N(CCN(C)C)C2c2ccccc2)cnn1-c1ccccc1 (stereo unspecified)	16.6%	-10.5%	/	0.0%	/	-3.4%	1.7%	-5.8%
Cc1ccc(C(=O)Nc2cc(=O)n(C)c(=O)n2C)o1	6.8%[46.1 µM]	1.9%	0.9%	0.0%	3.8%	2.0%	-11.7%	-4.4%
Cc1ccc(NC(=O)N2CCCCC2)cc1[N+](=O)[O-]	-3.3%	-2.5%	-3.8%	-0.3%	6.0%	0.4%	8.1%	-11.9%
COc1ccc(-c2cc(C(=O)N3CCc4ccccc4C3)no2)cc1	-23.9%	8.0%	0.8%	0.9%	-6.0%	-0.6%	1.4%	?
CC(CCc1ccccc1)NC(=O)COC(=O)C1CCC(C(C)(C)C)CC1 (stereo unspecified)	6.7%	0.2%	-8.1%	-3.0%	?	3.4%	-2.0%	-7.6%
